HT1080 viability – cytotoxicity in HT1080 fibrosarcoma cells, cell-based, fluorescence readout (AID 620); actives 0.42% (n = 87,000); HT1080 viability, fluorescence; higher % means a stronger effect; one-dose cytotoxicity, % at 10 µM; EC50 in µM for titrated hits;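 further: cells exposed to compound overnight then 4 h with Alamar Blue; 0% = vehicle DMSO and 100% = killing control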
Spn DPM-DC inh – blocks S. pneumoniae diphosphomevalonate decarboxylase; actives 0.49% (n = 65,000); purified DPM-DC, PK/LDH coupled NADH fluorescence; AID 556; calls only at 10 µM;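 active means the 320 compounds with the highest percent inhibition in the single-dose primary screen, excluding strongly autofluorescent ones, cut at about 32% in these data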;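 further: kinetic rate of NADH fluorescence loss reporting ADP formed by the decarboxylase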
LYP phosphatase – LYP phosphatase inhibitors, primary screen, biochemical, DiFMUP fluorescence, recombinant catalytic domain, 10 µM (AID 606); 52,000 tested, under 10 active; recombinant LYP catalytic domain, DiFMUP fluorescence; higher % means a stronger effect; one-dose inhibition, % at 10 µM; IC50 in µM for titrated hits;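 active means IC50 under 40 µM in the dose-response test; inactive means IC50 of 40 µM or more, or never dose-tested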
PMK inhibit – blocks S. pneumoniae phosphomevalonate kinase; purified PMK, PK/LDH-coupled NADH absorbance 340 nm; inhibition, % at 10 µM; actives 0.49% (n = 65,000);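 active means top-ranked compounds by inhibition in the single 10 µM screen, taking a fixed number of the strongest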;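 further: 0% = full reaction with DMSO carrier and 100% = background rate without enzyme reaction; no value below 0 was filed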
Alkaline phosphatase – human TNAP enzyme inhibitors, biochemical, luminescent (AID 518); purified TNAP enzyme, luminescent substrate readout; higher % means a stronger effect; actives 0.09% (n = 64,000); inhibition, % at 20 µM, or IC50 in µM where a hit was titrated; in the data active means a potency from the dose series; inactive means the rest, 99 in 100 with inhibition below about 22%;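 further: plate controls were vehicle for no effect and reference inhibitor for full effect; many of its hits are not listed in these tables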
Bfl-1 displacement – displacement of Bid BH3 peptide from Bfl-1 – biochemical, fluorescence polarization, FITC-Bid, mouse, primary screen (AID 432); FITC-Bid BH3 peptide fluorescence polarization displacement; higher % means a stronger effect; actives 0.02% (n = 64,000); one-dose displacement, % at 20 µM; IC50 in µM for titrated hits; in the data active means a potency from the dose series; inactive means the rest, 99 in 100 with displacement below about 15%; further: strong numbers were not always called active
KRASV12 cytotoxicity – viability loss of HPDE-C7K cells – cell-based, fluorescence, HTS, primary screen (AID 431). HPDE-C7K KRASV12 cells, Alamar Blue viability, 48 h; higher % means a stronger effect. cytotoxicity, % at 10 µM, or EC50 in µM where a hit was titrated. actives 1.7% (n = 63,000);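 active means compounds whose percent cytotoxicity in the single-dose primary screen, scaled between solvent and toxic-drug controls, exceeds 50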;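 further: 0% = DMSO solvent wells and 100% = doxorubicin-treated wells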
HPDE-C7 cytotoxicity – cytotoxicity in HPDE-C7 cells, cell-based, fluorescence, HTS (AID 430); HPDE-C7 pancreatic duct cells viability, fluorescence; higher % means a stronger effect; one-dose cytotoxicity, % at 10 µM; EC50 in µM for titrated hits; actives 1.8% (n = 63,000);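 further: cells exposed to compound for 48 hours before viability readout; 0% = vehicle and 100% = reference cytotoxic drug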
Spn MK inh – inhibitors of Streptococcus pneumoniae mevalonate kinase | purified MK, PK/LDH-coupled NADH absorbance 340 nm | inhibition, % at 10 µM | actives 0.48% (n = 65,000) | AID 555;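 active means ranked among the strongest by inhibition in the single 10 µM screen, a fixed top-ranked set picked for dose follow-up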; further: no value below 0 was filed
PMK inhibit pilot replicates – further read-out of PMK inhibit, marked with its call; inhibition, %; measured here: pilot screen replicates
Spn MK inh pilot replicates – also measured in Spn MK inh; calls as there; inhibition, %; measured here: pilot screen replicates
Spn DPM-DC inh pilot screen % – further read-out of Spn DPM-DC inh, marked with its call; inhibition, %; measured here: pilot screen trials
An asterisk follows results filed as active; i = inactive; / = not tested or not shown. Unless noted, no stated cut-off is given here; in the data, active means cytotoxicity above about 50%; inactive means the rest.

SMILES | HT1080 viability | Spn DPM-DC inh | LYP phosphatase | PMK inhibit | Alkaline phosphatase | Bfl-1 displacement | KRASV12 cytotoxicity | HPDE-C7 cytotoxicity | Spn MK inh | others
O=C(CCC1N=C2c3ccccc3N=C(SCc3cccc(Cl)c3)N2C1=O)NCc1ccco1 (stereo not drawn) | -2% | i | / | 9 | 5% | 0% | 12% | -2% | 11
O=S1(=O)C=CC(Sc2nc3ccccc3[nH]2)C1 (stereo not drawn) | -10% | i | -16% | 14 | 11% | 6% | -2% | -10% | 7
O=C1C(c2ccc(F)cc2)N(Cc2ccc3c(c2)OCO3)C(=O)CN1C1CCCCC1 (stereo not drawn) | -3% | i | 5% | 18 | 4% | 0% | -12% | -8% | 3
C=C(C)CSc1nnc(-c2ccccc2)n1N | 0% | i | 10% | 0 | 11% | -7% | -15% | -23% | 1
O=C1Cc2ccccc2C(c2ccccc2)N1 (stereo not drawn) | -7% | i | / | 0 | 4% | 0% | 1% | -3% | 3
CCOc1ccc(C(=O)Nc2ccc3c(c2)OCO3)cc1OCC | 0% | i | 3% | 8 | 4% | -3% | -17% | -15% | 8
CCOC(=O)c1sc(SCC(=O)Nc2ccc(N(C)C)cc2)nc1N | 1% | i | / | 6 | 13% | -6% | 32% | 24% | 16
COc1ccc2cc3cc(C(=O)Nc4ccc5c(c4)OCO5)oc3nc2c1 | 2% | i | -4% | 21 | 8% | 5% | 5% | 3% | 0
O=C(CSc1nnnn1-c1ccccc1)Nc1ccc(Cl)cn1 | -2% | i | 4% | 0 | 22% | -2% | -6% | 0% | 6
CCOC(=O)CSc1nc(NC#N)nc(N(CC)CC)n1 | 1% | i | 3% | 0 | 11% | -1% | -2% | -8% | /
C=CCn1c(COc2cccc3ccc(C)nc23)nnc1SCC(N)=O | 4% | i | -3% | 0 | 5% | -2% | 0% | 1% | 4
CCN1c2ccccc2NC2N=C(OC)C(c3ccccc3)C21 (stereo not drawn) | 8% | i | 3% | 8 | 18% | -4% | / | / | 5
CCC(C)N1C(=O)CCC1C(=O)NCc1ccc2c(c1)OCO2 (stereo not drawn) | -7% | i | -4% | 1 | 7% | -2% | -2% | 8% | 2
O=C(c1ccc2c(c1)OCO2)N1CCN(c2ccc(Cl)cc2)CC1 | -1% | i | 8% | 0 | 7% | 2% | -2% | -10% | 6
COc1ccccc1OCCC(=O)OCCN1C(=O)c2ccccc2C1=O | -2% | i | -7% | 16 | 11% | -7% | -5% | -12% | 0
COc1cc(CNc2ccc3[nH]c(=O)[nH]c3c2)cc(Cl)c1OCC(=O)NC(C)(C)C | -1% | i | / | 4 | / | / | / | / | 2
O=C(CSc1nc(-c2ccc(F)cc2)cs1)N1CCN(C(=O)c2ccco2)CC1 | -4% | i | 17% | 19 | 8% | 2% | 3% | 2% | 3
Cc1cc(Nc2ccc(F)cc2C)n2ncnc2n1 | -2% | i | 7% | 13 | 4% | -5% | 0% | 0% | 13
COc1ccc(-c2nnc(SCC(=O)c3cc(C)n(Cc4cccs4)c3C)o2)cc1 | -6% | i | / | 15 | 16% | 16% | 10% | -1% | 7 | PMK inhibit pilot replicates=0.0;Spn MK inh pilot replicates=0.0;Spn DPM-DC inh pilot screen %=0.0
CCC(C)Sc1nc2c(c(=O)n1C)SC(C)C2 (stereo not drawn) | -10% | i | 3% | 8 | 8% | -5% | 0% | 4% | 0
Cc1[nH]c(=O)[nH]c(=O)c1S(=O)(=O)N(C)Cc1ccccc1 | -1% | i | / | 12 | 6% | -2% | 0% | -14% | 0 | PMK inhibit pilot replicates=0.0;Spn MK inh pilot replicates=5.0;Spn DPM-DC inh pilot screen %=4.5
COC(=O)c1c(NS(C)(=O)=O)sc2c1CCCC2 | 8% | i | / | 5 | 5% | 4% | -1% | -8% | 8
CCCCC(=O)O[C@]1(C(=O)CO)CC[C@H]2[C@@H]3CCC4=CC(=O)CC[C@]4(C)[C@H]3[C@@H](O)C[C@@]21C | -6% | i | 14% | 8 | 5% | -2% | -3% | 8% | 4 | PMK inhibit pilot replicates=3.0;Spn MK inh pilot replicates=0.0;Spn DPM-DC inh pilot screen %=0.0
CCOc1ccc(CC(=O)C2C(=O)CCCC2=O)cc1OCC | 13% | i | 15% | 19 | -8% | -7% | -15% | -5% | 6
O=C(CC(c1ccc(F)cc1)c1ccco1)N1CCCC1 (stereo not drawn) | -10% | i | 3% | 7 | 26% | 7% | -21% | -6% | 1
COc1ccc(C(=O)NCc2c(CC(C)C)oc(C)c2C(=O)O)cc1 | -3% | i | 6% | 0 | 4% | -4% | 10% | 6% | 0
O=C(c1nn2cccnc2c1Cl)N1CCN(c2ccccc2)CC1 | 0% | i | / | 4 | 3% | -3% | -8% | -7% | 12 | PMK inhibit pilot replicates=4.0;Spn MK inh pilot replicates=1.0;Spn DPM-DC inh pilot screen %=0.0
CN(C)CCCN(C(=O)c1cccs1)c1nc(-c2ccccc2)cs1 | 3% | i | / | 7 | 13% | 0% | 8% | 0% | 14
O=C(OCC#CCSc1nnc(-c2ccccc2)o1)c1ccco1 | -12% | i | 5% | 10 | 14% | 0% | -6% | -8% | 5
CN1C(=O)/C(=C2/C=Cc3ccccc3N2CCCS(=O)(=O)O)SC1=S | 8% | i | 1% | 11 | 44% | -4% | -4% | 5% | 10

Some of these compounds in order of heavy-atom count, low to high.
SMILES | HT1080 viability | Spn DPM-DC inh | LYP phosphatase | PMK inhibit | Alkaline phosphatase | Bfl-1 displacement | KRASV12 cytotoxicity | HPDE-C7 cytotoxicity | Spn MK inh | others
COC(=O)c1c(NS(C)(=O)=O)sc2c1CCCC2 | 8% | i | / | 5 | 5% | 4% | -1% | -8% | 8
O=C(CC(c1ccc(F)cc1)c1ccco1)N1CCCC1 (stereo not drawn) | -10% | i | 3% | 7 | 26% | 7% | -21% | -6% | 1
CN(C)CCCN(C(=O)c1cccs1)c1nc(-c2ccccc2)cs1 | 3% | i | / | 7 | 13% | 0% | 8% | 0% | 14

Going on with the list.
SMILES | HT1080 viability | Spn DPM-DC inh | LYP phosphatase | PMK inhibit | Alkaline phosphatase | Bfl-1 displacement | KRASV12 cytotoxicity | HPDE-C7 cytotoxicity | Spn MK inh | others
CC(C)(C)c1nc(NCCN2CCOCC2)c2nnn(Cc3ccccc3Cl)c2n1 | -20% | i | 9% | 5 | 11% | -3% | -2% | -5% | 14
O=C(CN1CCOCC1)Nc1cccc(Br)c1 | 10% | i | 2% | 3 | -6% | 0% | -9% | 0% | 12
COC(=O)c1[nH]c2ccc(C)cc2c1NC(=O)CN1CCN(C(=O)c2ccccc2)CC1 | -4% | / | 1% | 6 | 8% | -1% | -2% | 1% | 9 | PMK inhibit pilot replicates=3.0;Spn MK inh pilot replicates=2.0
CCn1c(NC2CCCCC2)nc2ccccc21 | 4% | i | -2% | 0 | 7% | -3% | 15% | 8% | 2
O=C(O)CCCC(=O)Nc1ccc(Br)cc1C(=O)O | 7% | i | 10% | 5 | 6% | 2% | -4% | 1% | 1 | PMK inhibit pilot replicates=0.0;Spn MK inh pilot replicates=1.5;Spn DPM-DC inh pilot screen %=0.0
COC(=O)c1[nH]c2cc(OC)ccc2c1N | -6% | / | 1% | 14 | 13% | -4% | -23% | -19% | 1
Cc1cc2c3nonc3ccc2n1-c1ccccc1 | / | / | 0% | 6 | 3% | -5% | -8% | -1% | 6
COc1cccc(OC)c1C(=O)Nc1nc2ccc(S(C)(=O)=O)cc2s1 | -8% | i | / | 2 | 17% | -6% | 0% | 4% | 19
COCC(C)n1c(SCC(=O)N2CCCCC2)nc2ccccc2c1=O (stereo not drawn) | -4% | i | 7% | 5 | -4% | 2% | 7% | 4% | 1
CCCn1c(SCC(=O)c2cc(OC)ccc2OC)nnc1C(C)C | -15% | i | 4% | 13 | 9% | 5% | -2% | 8% | 10
Clc1ccccc1C1=Nn2c(nnc2-c2ccncc2)SC1 | 12% | i | / | 9 | 0% | -4% | 11% | -5% | 6
CCn1c(SC(C)C(=O)O)nc2sc3c(c2c1=O)CCC3 (stereo not drawn) | 12% | i | 7% | 1 | 10% | 22% | -2% | -3% | 0
CCOC(=O)N1CCN(c2c(NCCCN(CC)c3cccc(C)c3)c(=O)c2=O)CC1 | -2% | i | / | 14 | -1% | -4% | -3% | -17% | 6
N=c1c2c3c(sc2nc2n1CCC2)CCCC3 | 16% | i | 0% | 11 | 4% | 6% | / | / | 5
Cn1c(=O)cc(SCC(=O)Nc2ccc3c(c2)OCO3)c2ccccc21 | -1% | i | 16% | 0 | 10% | -5% | 6% | -1% | 5
CCC(C)[C@H](NC(=O)NCc1ccccc1Cl)C(=O)OC (stereo partly drawn) | -2% | i | / | 4 | 7% | 0% | -12% | -11% | 4
COC(=O)Nc1ccc(S(=O)(=O)N2CCCC(C(=O)Nc3cccc4c3OCCO4)C2)cc1 (stereo not drawn) | -8% | i | 4% | 8 | 0% | 0% | 2% | -2% | 9
O=C(CSc1nnnn1-c1ccccc1)c1cc2ccccc2oc1=O | 4% | i | 1% | 5 | 21% | -2% | -2% | 0% | 3 | PMK inhibit pilot replicates=6.0;Spn MK inh pilot replicates=0.5;Spn DPM-DC inh pilot screen %=2.0
Cc1ccc(C(=O)CC2(O)C(=O)N(C)c3ccc(Br)cc32)c(C)c1 (stereo not drawn) | -13% | i | 15% | 5 | 7% | -1% | -18% | -17% | 9 | PMK inhibit pilot replicates=2.5;Spn MK inh pilot replicates=0.0;Spn DPM-DC inh pilot screen %=1.5
Oc1ccc(CNC2CCCCC2)cc1 | 22% | i | 16% | 11 | 4% | 3% | 5% | -8% | 9
COc1ccc(Cc2nnc(SCC(=O)NC(C)c3ccccc3)o2)cc1 (stereo not drawn) | 1% | i | / | 15 | 7% | -3% | -19% | 2% | 0
COC(=O)CC(C(=O)Nc1cc(C(=O)OC)cc(C(=O)OC)c1)N1CCN(C)CC1 (stereo not drawn) | 0% | i | 1% | 5 | 14% | 0% | 2% | 4% | 6 | PMK inhibit pilot replicates=3.5;Spn MK inh pilot replicates=0.5;Spn DPM-DC inh pilot screen %=0.0
COc1cc2c(C(=O)Nc3ccc4c(c3)OCO4)cn(CC(C)C)c(=O)c2cc1OC | / | i | / | 3 | 5% | -9% | 13% | -3% | 5
Cn1c(-c2ccc3c(c2)OCO3)cnc1NC(=O)CCC(=O)NCCc1ccccc1 | -2% | i | -1% | 2 | 10% | 0% | -1% | -16% | 4
O=C(O)c1ccccc1C(=O)Nc1ccccc1 | -4% | i | -9% | 7 | 14% | 0% | -8% | -8% | 10 | PMK inhibit pilot replicates=5.0;Spn MK inh pilot replicates=0.0;Spn DPM-DC inh pilot screen %=0.5
O=C(Nc1cccc(Cl)c1)NC1CCCCC1 | -4% | i | / | 0 | 1% | -1% | -2% | 5% | 15
Cc1ccc(CN2CCC(C(=O)NCCC(C)C)CC2)o1 | -2% | i | 10% | 7 | -6% | -8% | 4% | -1% | 19
CC(=O)c1c(C)n([O-])c2ccc(C)cc2[n+]1=O | 3% | i | / | 0 | -1% | 2% | / | / | 0
O=C(Nc1cccnc1)c1cc(-c2ccc3c(c2)OCO3)on1 | 23% | i | 3% | 16 | 6% | 10% | 24% | 13% | 2

Screens as filed in PubChem.

Compounds as they come; 3.6% or so of the library scored in one or more.
